PAFAH1B2 FP inh: PAFAH1B2 enzyme inhibitors, primary screen, biochemical, fluorescence polarization, human; recombinant PAFAH1B2, FP-rhodamine activity probe; Platelet-activating factor acetylhydrolase IB subunit alpha2 (Homo sapiens), P68402; 340,000 compounds, 1.2% hits; inhibition, % at 3.39 µM;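 active = inhibition above the mean of all tested compounds plus 3 SD, cut at about 24% in these data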;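 also: 0% = enzyme with DMSO and 100% = wells lacking PAFAH1B2; many of its hits are not listed in these tables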
Target sequence (P68402 whole entry, looked up): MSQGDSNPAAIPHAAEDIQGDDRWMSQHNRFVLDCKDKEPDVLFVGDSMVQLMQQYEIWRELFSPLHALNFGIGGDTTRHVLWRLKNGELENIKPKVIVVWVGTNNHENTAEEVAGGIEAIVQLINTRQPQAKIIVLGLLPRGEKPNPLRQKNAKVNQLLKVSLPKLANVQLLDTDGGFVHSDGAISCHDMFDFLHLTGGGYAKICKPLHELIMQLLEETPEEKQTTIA
Fam108B inh: mouse Fam108B serine hydrolase inhibitors, primary screen, counter-screen for RBBP9 inhibitor project, biochemical, fluorescence polarization; 300,000 compounds, 0.33% hits; AID 1947, 2009; inhibition, % at 9.51 µM; recombinant Fam108B, FP-Rh probe fluorescence polarization;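 active = inhibition above the screen mean inhibition plus 3 SD, computed separately per campaign, cut at about 18% in these data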;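 also: inhibitors lower polarization as less probe binds the enzyme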
GSTO1 counter: inhibitors of recombinant GSTO1, primary screen, counter-screen for RBBP9 inhibitor project, biochemical, fluorescence polarization; Glutathione S-transferase omega-1 (Homo sapiens), P78417; activity-based probe fluorescence polarization; inhibition, % at 5.96 µM; 300,000 compounds, 1.1% hits;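 active = inhibition above the campaign mean inhibition plus 3 SD, cut at about 35% in these data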;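 also: 0% = GSTO1-1 with DMSO and 100% = wells lacking GSTO1-1 enzyme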
PAFAH1B3 FP inh: PAFAH1B3 enzyme inhibitors, primary screen, biochemical, fluorescence polarization, human. Platelet-activating factor acetylhydrolase IB subunit alpha1 (Homo sapiens), Q15102. recombinant PAFAH1B3, FP-rhodamine probe. inhibition, % at 3.39 µM. 340,000 compounds, 0.28% hits;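 active = inhibition above the screen-wide average of all tested compounds plus 3 SD, cut at about 25% in these data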;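 also: 0% = enzyme with DMSO only and 100% = wells lacking PAFAH1B3 protein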
Target sequence (Q15102 whole entry, looked up): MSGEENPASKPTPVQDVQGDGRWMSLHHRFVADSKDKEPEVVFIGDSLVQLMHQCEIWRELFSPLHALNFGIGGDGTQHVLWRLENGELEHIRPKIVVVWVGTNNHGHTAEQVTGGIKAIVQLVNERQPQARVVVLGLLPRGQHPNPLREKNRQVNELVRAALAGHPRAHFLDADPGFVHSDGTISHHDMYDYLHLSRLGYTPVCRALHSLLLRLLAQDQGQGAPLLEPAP
PAFAH2 FP inh: PAFAH2 enzyme inhibitors, primary screen, biochemical, fluorescence polarization, human; AID 492956, 2010; Platelet-activating factor acetylhydrolase 2, cytoplasmic (Homo sapiens), Q99487; recombinant PAFAH2, FP-rhodamine activity probe; 340,000 compounds, 0.99% hits; inhibition, % at 3.39 µM;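 active = inhibition above the mean over all tested compounds plus 3 SD, cut at about 30% in these data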;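 also: inhibitors block probe labeling of enzyme so polarization drops; 0% = enzyme with DMSO and 100% = wells lacking PAFAH2 protein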
LYPLA1 counter: LYPLA1 inhibitors, primary screen, counter-screen for PME1 inhibitor project, biochemical, fluorescence polarization, FP-Rh probe ABPP; Acyl-protein thioesterase 1 (Homo sapiens), O75608; recombinant LYPLA1; inhibition, % at 5.9 µM; 320,000 compounds, 0.16% hits;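 active = inhibition above the mean of all tested compounds plus 3 SD, set per campaign, cut at about 14% in these data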;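 also: inhibitors block serine hydrolase probe labeling of LYPLA1 so polarization falls; 0% = enzyme with DMSO and 100% = wells lacking LYPLA1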
PAD4 inh: human PAD4 inhibitors, primary screen, biochemical, fluorescence polarization, 1536-well format; Protein-arginine deiminase type-4 (Homo sapiens), Q9UM07; recombinant PAD4, RCA probe fluorescence polarization; inhibition, % at 6.36 µM; 330,000 compounds, 0.41% hits;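 active = percent inhibition above a cutoff equal to the mean of all tested compounds plus 3 SD, cut at about 15% in these data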;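 also: 0% = PAD4 with RCA probe and DMSO and 100% = probe without PAD4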
pPAFAH FP inh: pPAFAH enzyme inhibitors, primary screen, biochemical, fluorescence polarization, human; Platelet-activating factor acetylhydrolase (Homo sapiens), Q13093; recombinant pPAFAH, FP-rhodamine probe fluorescence polarization; inhibition, % at 3.39 µM; 330,000 compounds, 1.5% hits;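 active = inhibition above the mean inhibition across the screen plus 3 SD, cut at about 25% in these data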;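 also: inhibitors block binding of the rhodamine activity-based probe so polarization drops; 0% = enzyme with DMSO and 100% = wells lacking pPAFAH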
Target sequence (Q13093 whole entry, looked up): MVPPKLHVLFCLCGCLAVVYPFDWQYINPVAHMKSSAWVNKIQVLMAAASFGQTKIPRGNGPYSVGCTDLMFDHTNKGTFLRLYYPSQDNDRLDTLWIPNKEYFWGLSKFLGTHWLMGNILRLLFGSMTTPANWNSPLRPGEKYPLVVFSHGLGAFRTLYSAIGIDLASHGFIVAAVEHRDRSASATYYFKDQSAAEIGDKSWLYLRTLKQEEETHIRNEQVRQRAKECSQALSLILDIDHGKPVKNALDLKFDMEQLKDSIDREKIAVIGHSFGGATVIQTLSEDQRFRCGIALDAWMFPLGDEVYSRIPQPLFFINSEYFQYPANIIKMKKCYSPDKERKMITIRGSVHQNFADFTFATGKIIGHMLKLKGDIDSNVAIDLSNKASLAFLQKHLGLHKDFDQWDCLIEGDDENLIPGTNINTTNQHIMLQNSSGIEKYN
PME-1 inh: PME-1 inhibitors via competitive probe labeling, primary screen, biochemical, fluorescence polarization, FP-Rh probe, HTS. recombinant PME-1. Protein phosphatase methylesterase 1 (Homo sapiens), Q9Y570. inhibition, % at 5.9 µM. 320,000 compounds, 0.53% hits;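 active = inhibition above the campaign mean of all compounds plus 3 SD, cut at about 26% in these data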;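 also: competitive labeling of PME-1 active site by serine hydrolase directed probe; 0% = PME-1 with DMSO and 100% = wells lacking PME-1 enzyme; inhibitors block probe labeling so polarization falls and inhibition rises; many of its hits are not listed in these tables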
* marks the source's active call; other numbers are inactive results; / = no result given; & = joins results of further samples. Not all compounds are listed, so the mix of outcomes need not match the whole.

Each structure is followed by: PAFAH1B2 FP inh	Fam108B inh	GSTO1 counter	PAFAH1B3 FP inh	PAFAH2 FP inh	LYPLA1 counter	PAD4 inh	pPAFAH FP inh	PME-1 inh
> COC(=O)CCn1nc(-c2ccc(Cl)cc2)c2ccccc2c1=O
    3	-1	-2	-6	-5	-3	1	7	4
> CC[C@H](C)C(=O)O[C@H]1CCC=C2C=C[C@H](C)[C@H](CC[C@@H]3C[C@@H](O)CC(=O)O3)[C@H]21
    7	0	7	8	-2	0	-1	1	0
> CC1(C)CC(=O)C(=CN2CCOCC2)C(=O)C1
    3	6	6	7	5	3	4	1	0
> NC(=O)c1cnn(-c2cc(Oc3ccccc3)ncn2)c1N
    4	-1	8	7	-6	0	-2	1	-6
> CCN(CC)c1ccc2cc(C(N)=O)c(=N)oc2c1
    /	1	-4	/	/	3	-3	2	0
> C#CCOC(=O)Nc1cc(C)n(-c2ccccc2)n1
    -4	2	3	-3	4	-2	0	2	-3
> COc1ccc(-c2nc(SC)n(S(=O)(=O)c3ccccc3)n2)cc1
    0	4	13	-2	4	-1	4	-1	7
> Cn1c(=O)n(C)c2cc(NS(=O)(=O)c3ccccc3[N+](=O)[O-])ccc21
    1	-3	-1	11	-3	2	-6	5	10
> O=C(CN1CCSC1=NCc1ccccc1)c1ccccc1
    3	-1	6	6	-8	1	-2	2	-2
> O=C(Cc1ccccc1)N1CCN(C(=O)c2ccco2)CC1
    3	7	3	4	2	5	-1	4	2
> COc1ccc(C(=O)C[n+]2ccc3ccccc3c2C)cc1
    -3	0	1	16	4	1	4	0	-1
> COc1ccc(-c2nn(-c3ccccc3)cc2/C=C(/C#N)C(N)=O)cc1[N+](=O)[O-]
    -7	-22	-6	2	-18	-10	-2	1	-7
> CCOC(=O)C(C(C)=O)C(c1ccc(OCCC(C)C)cc1)C(C(C)=O)C(=O)OCC (centres undefined)
    3	5	7	5	6	1	-1	13	3
> Cc1nn(-c2ccccc2)c2nc(N)c(C(N)=O)cc12
    4	-2	-1	8	-2	-3	0	7	0
> O=C(CNCC1CCCO1)N1CCCCCC1 (centres undefined)
    -3	-1	2	5	-2	-1	-10	4	-6
> COc1ccc(CN(C)S(=O)(=O)c2nnc(NC(=O)c3ccccc3)s2)cc1OC
    2	-2	-8	2	0	1	2	-4	-2
> CCCNC(=O)N1CCN(S(=O)(=O)c2ccc(C)c(C)c2)CC1
    1	3	2	-1	7	-1	-4	1	-2
> Cc1ccc(NC(=O)c2cccc3c2C(=O)N(C2CCCCC2)C3)c(C)c1
    -1	2	-4	-3	4	-3	1	0	-1
> O=C(Cc1cccs1)Nc1ccc([N+](=O)[O-])cc1
    4	2	4	5	-1	-2	-1	-4	-4
> CCCCCCC1CC(=O)NC(=S)N1 (centres undefined)
    1	-2	2	0	2	4	1	4	1
> COCCN(C(=O)Cc1cccs1)c1nnc(-c2ccncc2)s1
    1	4	-5	-3	-5	-1	3	0	-1
> Nc1nc2c(F)c(F)c(F)cc2s1
    0	-2	8	2	2	0	0	11	-3
> COc1ccccc1CNS(=O)(=O)c1ccc2c(c1)CC(C)N2C(=O)C1CCC1 (centres undefined)
    3	2	-9	0	2	6	3	7	18
> Nc1nnc(C2CCCC2)s1
    5	1	2	2	5	1	2	1	3
> COc1cc2c(cc1OC)-c1n[nH]c(=S)n1C(C)(C)C2
    5	-4	-5	4	3	-1	0	0	-4
> CC(=O)Oc1ccc(/C=N/NS(=O)(=O)c2ccc(C)cc2)c(OC(C)=O)c1
    0	5	5	4	10	0	2	1	0
> Cc1cc(Cl)ccc1OCCCC(=O)Nc1cccnc1
    0	-2	0	4	1	-2	3	0	-5
> Cc1ccc2cccnc2c1N
    4	-5	4	-1	4	-2	0	3	5
> Cc1ccnc(SCC(=O)N2CCc3ccccc3C2)n1
    -2	-1	7	-1	4	1	-2	-6	-2
> COc1ccc(C(=O)OCC(=O)c2ccc(C)c(S(=O)(=O)N3CCOCC3)c2)cc1OC
    1	3	8	14	4	-6	1	2	6
> O=C(NC1CCCCC1)c1cc(-c2ccc(O)cc2)on1
    2	9	1	-4	7	-2	5	-2	-10
> CCOc1cccc(/C=N/NC(=O)c2cc(-c3cccn3C)n[nH]2)c1O
    8	22*	-10	-2	9	-28	-6	7	-2
> CCOC(=O)c1ccc(NC(=O)C2CC(=O)N(c3ccc4c(c3)OCCO4)C2)cc1 (centres undefined)
    2	/	/	2	-4	0	2	29*	-5
> CCc1nc(N2CCC3(CC2)OCCO3)c2nnn(Cc3ccccc3)c2n1
    0	1	11	-7	-2	2	0	0	2
> Oc1oc(-c2ccccc2)nc1C=NCc1ccccc1
    4	-1	-4	11	45*	-1	-6	18	4
> CC(=O)N1CCc2cc(Br)cc(S(=O)(=O)NCC3CCCO3)c21 (centres undefined)
    5	-1	3	-5	4	0	1	0	-4
> CC(=O)N1N=C(N)SC1(C)C
    2	3	-8	6	-1	0	1	1	-4
> CCCC(CCC)C(=O)O
    0&-1	-4&-2	8&-4	11&2	1&-2	1&-2	-3&-2	3&-10	-1&1
> O=C(NNC(=S)NC(=O)c1ccc(Br)cc1)c1ccc([N+](=O)[O-])cc1
    11	4	-9	6	4	4	1	8	7
> CCN(CC)S(=O)(=O)c1cc(NS(=O)(=O)c2ccccc2)ccc1C
    2	-4	9	2	6	1	-1	8	-4
> O=C(Nc1ccc(-c2noc(CCc3ccccc3)n2)cc1)c1ccco1
    -9	-22	-42	-3	-17	-33	-6	-11	-35
> CC(=O)Nc1ccc(S(=O)(=O)Nc2cc(C)cn(Cc3ccc(C)cc3)c2=O)cc1
    0	-8	1	1	2	-5	-2	7	1
> Cc1nnc(-c2cnn(-c3ccccc3)c2N)n1Cc1ccccc1
    5	2	-5	9	-1	-2	-3	8	7
> C[C@H]1COC(=O)[C@H](Cc2ccc(F)cc2)C/C=C\C[C@@H](CC(=O)N(CCO)Cc2ccccc2)C(=O)N1
    11	/	/	4	-1	/	4	7	/
> O=C1C2C3C=CC(C4CC34)C2C(=O)N1/N=C/c1ccc([N+](=O)[O-])o1 (centres undefined)
    11	4	27	6	1	-1	1	7	4
> Brc1ccc(CSc2ccc(-c3ccco3)nn2)cc1
    11	2	-3	5	4	-1	-8	6	1
> COc1ccc(/C=C(/NC(=O)c2ccccc2)C(=O)NC2CCS(=O)(=O)C2)cc1 (centres undefined)
    3	0	0	4	-6	1	2	1	-5
> CCCN(CCC)C(=O)Cn1c2ccccc2c2nc(=O)cc(C)n21
    0	-1	-1	-7	-4	-2	-2	3	-2
> CC/C(C)=N/Nc1ccc(S(=O)(=O)N2CCCC2)cc1[N+](=O)[O-]
    10	-1	-5	5	2	4	0	11	7
> Cc1ccc(C(C(=O)NCC2CCCO2)N(C(=O)c2snc(C(N)=O)c2N)c2ccc(F)cc2)o1 (centres undefined)
    -1	-1	-3	-3	-2	4	5	2	3
> NS(=O)(=O)c1ccc(NC(=O)COc2ncnc3sccc23)cc1
    0	-2	-2	1	-2	-4	2	-4	-2
> Cc1ccc(-n2[nH]c(C)c(/C=N/n3c(C)nc4ccccc4c3=O)c2=O)cc1
    3	-1	7	7	0	3	-8	3	-2
> Cc1ccc(NC(=O)CS(=O)CC(=O)NCCCc2ccccc2)cc1Cl (centres undefined)
    1	-4	7	2	-3	-1	-8	4	4
> O=C1CSC(=S)N1/N=C/c1ccc(O)c(O)c1O
    7	14	67*	19	36*	-9	0	67*	-8
> CC(=O)N1CCC(=NNc2nc3ccccc3s2)CC1
    0	6	5	2	2	4	1	3	4
> Cc1ccc(C)n1-c1ccc(C#N)cn1
    3	-1	-2	-1	3	4	0	7	-5
> COC(=O)CSc1nc(C)c2c(n1)CCCC2
    -6	2	2	1	3	3	-4	2	-4
> COc1cc(NC(=O)c2onc(C)c2Cl)cc(OC)c1OC
    1	0	3	6	-13	5	1	4	-6
> COc1cc(/C=N/n2c(-c3ccccc3)n[nH]c2=S)ccc1O
    3	2	-6	5	3	1	5	2	5
> CC(=O)Nc1ccc(S(=O)(=O)NCCC(=O)NCC2COc3ccccc3O2)cc1 (centres undefined)
    1	5	1	0	-2	-1	1	-1	5

Further structures.
Each structure is followed by: PAFAH1B2 FP inh	Fam108B inh	GSTO1 counter	PAFAH1B3 FP inh	PAFAH2 FP inh	LYPLA1 counter	PAD4 inh	pPAFAH FP inh	PME-1 inh
> N#CC1=C(N)Oc2ccccc2C12C(=O)Nc1n[nH]c(-c3ccccc3)c12 (centres undefined)
    8	1	4	7	1	0	-6	2	5
> O=Cc1ccc(OC2OCCOC2Oc2ccc(C=O)cc2)cc1 (centres undefined)
    -1	-5	0	-6	-7	-5	-1	2	-1
> Cc1oc(-c2cc3c(cc2Cl)OCO3)nc1CN1CCCC1c1ccc(F)cc1 (centres undefined)
    -4	2	8	-2	6	-1	4	-3	3
> Clc1ccc(-c2nnc(NC3=NCCCCC3)o2)cc1
    3	2	5	3	8	-3	0	3	2
> Cc1ccc(C)c(S(=O)(=O)N=Nc2c(O)[nH]c3ccccc23)c1
    3	1	10	0	1	-3	1	-2	-1
> Cc1oc(C)c(C(=O)Nc2ccc(CC(=O)O)cc2)c1C(=O)Nc1ccc(CC(=O)O)cc1
    4	1	-1	8	3	0	0	4	1
> COc1cccc(Oc2ccc(C(F)(F)F)cc2N)c1
    -5	1	5	0	-3	-3	-4	6	4
> COc1ccc2c(c1)c(C(=O)N/N=C/c1ccc(Cl)cc1)c(C)n2C
    -6	0	12	-4	-6	0	1	0	5
> CCc1cc(=O)oc2cc(OCC(=O)N3CC[C@@]4(O)CCCC[C@H]4C3)ccc12
    5	-1	-5	9	-8	-2	1	1	2
> Cc1cccc(NC(=O)C2CCCN(C(=O)Nc3ccc(F)cc3)C2)c1C (centres undefined)
    1	-2	0	0	10	-2	-5	4	0
> COc1ccc(-c2cccc([C@H]3[C@@H]4C=CCC[C@@]4(C)C(=O)N3Cc3ccccc3)c2)cc1
    -6	-2	-7	-4	5	1	1	3	1
> Cc1ccc(C(=O)NC2CCN(CCCC(=O)c3ccc(F)cc3)CC2)cc1
    -2	0	1	5	-1	-2	3	2	-3
> O=C(Nc1nc2ccccc2n1CCOc1ccc(Cl)cc1)c1ccco1
    4	3	9	6	6	-1	0	17	2
> CN1C(=O)CC(P(=O)(c2ccccc2)c2ccccc2)N(C)C1=O (centres undefined)
    3	8	4	-5	1	0	-3	-3	4
